# KOR beta-arrestin-1: KOR agonists, beta-arrestin recruitment, primary screen, cell-based, luminescence, uHTS (AID 1777) | activation, % at 10 µM, or EC50 in µM where a hit was titrated | 0.02% of 280,000 active | KOR beta-arrestin recruitment, luminescence; higher % means a stronger effect; in the data active means activation above about 50%, passing the limit was not always enough; further: a part of the inactive calls stands beside numbers as strong as those of hits
# KOR beta-arrestin-2: kappa opioid receptor blockers – cell-based, luminescence, uHTS (AID 1778). inhibition, % at 10 µM; hits with a dose series show IC50 in µM. 0.091% of 290,000 active. KOR beta-arrestin recruitment, luminescence, antagonist mode; higher % means a stronger effect; in the data active means inhibition above about 50%; further: strong numbers were not always called active
# West Nile virus CPE: West Nile virus antiviral activity, cell-based, CPE readout (AID 1621); West Nile virus-infected cells, CPE inhibition; higher % means a stronger effect; CPE inhibition, % at 10 µM; hits with a dose series show IC50 in µM; 0.02% of 290,000 active; in the data active means a potency from the dose series; further: strong numbers were not always called active
# NS5 inhibitors: flavivirus cap methylation enzyme inhibition – biochemical, confirmation dose response, primary screen (AID 588689); Dengue-2 NS5 methyltransferase capping enzyme assay, biochemical; higher % means a stronger effect; one-dose inhibition, % at 25 µM; IC50 in µM for titrated hits; 0.3% of 340,000 active; in the data active means a potency from the dose series
# GPR35 arrestin U2OS: inhibition of zaprinast-stimulated GPR35 beta-arrestin translocation – imaging, U2OS, beta-arrestin-GFP, zaprinast agonist, primary screen (AID 2058); U2OS GPR35 beta-arrestin-GFP translocation imaging, zaprinast antagonism; higher % means a stronger effect; one-dose inhibition, % at 10 µM; IC50 in µM for titrated hits; 0.052% of 290,000 active;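 active means inhibition of at least 50% with at least 30 cells and total cytoplasm GFP at most 10,000,000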
# NOD1 NF-kB reporter: inhibition of NOD1-driven NF-kB reporter – cell-based, luminescence, uHTS, primary screen (AID 1578); NOD1-driven NF-kB luciferase reporter cells, luminescence; higher % means a stronger effect; inhibition, % at 4 µM, or EC50 in µM where a hit was titrated; 1% of 290,000 active; in the data active means inhibition mostly above about 36%, no sharp cut-off; inactive means mostly below about 34%;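 further: HEK-293T reporter cells stimulated with the NOD1 agonist gamma-tri-DAP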
# HIV peptide binding: cell-free HIV fusion peptide-binding blockers – biochemical, uHTS, fluorescence dequenching, primary screen (AID 1986). one-dose inhibition, % at 20 µM; IC50 in µM for titrated hits. cell-free peptide binding, fluorescence dequenching, 30 min; higher % means a stronger effect. 0.3% of 290,000 active; in the data active means inhibition mostly above about 52%, no sharp cut-off; inactive means mostly below about 76%; further: some results filed as inactive read as strong as hits
# GPR55 beta-arrestin: GPR55 agonists via beta-arrestin recruitment, primary screen, imaging, U2OS cells, beta-arrestin-GFP redistribution (AID 1961) | U2OS GPR55 beta-arrestin-GFP redistribution imaging; higher % means a stronger effect | activation, % at 10 µM; hits with a dose series show EC50 in µM | 0.048% of 290,000 active;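 active means activation above 40% with more than 50 cells counted in the well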;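 further: U2OS osteosarcoma cells stably expressing GPR55 and beta-arrestin-GFP; plate controls were DMSO negative control for no effect and LPI positive control for full effect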
# GPR55 LPI antagonism: inhibition of LPI-stimulated GPR55 beta-arrestin translocation – imaging, U2OS, beta-arrestin-GFP, LPI agonist, primary screen (AID 2013). U2OS GPR55 beta-arrestin-GFP translocation imaging, LPI antagonism; higher % means a stronger effect. inhibition, % at 10 µM, or IC50 in µM where a hit was titrated. 0.13% of 290,000 active;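 active means spots per cell inhibited over 60%, with over 100 cells counted and total cytoplasm intensity under 500,000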;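 further: U2OS cells stably carrying GPR55 and arrestin-GFP stimulated by 5 µM LPI near EC80; imaged beta-arrestin-GFP aggregate spots per cell after agonist stimulation; plate controls were LPI-stimulated DMSO wells for no effect and DMSO wells without LPI for full effect; some results filed as inactive read as strong as hits; confirmed hits need IC50 under 10 µM and bright autofluorescent wells are also inconclusive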
# NS5 inhibitors pilot replicate: further read-out of NS5 inhibitors, marked with its call; inhibition, %; measured here: pilot screen replicate inhibition
# * = called active by the depositor; / = no result given; [ ] = another dose, or the depositor's remark. Only part of the results is shown, so the mix of outcomes need not match the whole.
SMILES,KOR beta-arrestin-1,KOR beta-arrestin-2,West Nile virus CPE,NS5 inhibitors,GPR35 arrestin U2OS,NOD1 NF-kB reporter,HIV peptide binding,GPR55 beta-arrestin,GPR55 LPI antagonism,others
COc1ccc(C2=NOC(COc3ccc4c(C)cc(=O)oc4c3)C2)c(OC)c1 (stereo unspecified),1.7%,-74.5%,0.1%,/,-0.9%,-1.0%,2.9%,0.0%,-14.2%,
CCn1c(CSc2nc(C)cc(C)n2)nnc1SCC(=O)N1CCCc2ccccc21,3.1%,-34.8%,-0.9%,-4.3%,7.2%,14.7%,-2.7%,0.2%,-0.8%,
CCC(C)NC(=O)C1(O)c2cc(Br)ccc2NC(=O)N1c1cccc(OC)c1 (stereo unspecified),-2.2%,-13.1%,-0.1%,-6.0%,-0.9%,-3.8%,3.0%,-0.1%,6.3%,
O=c1c2ccccc2cnn1Cc1n[nH]c(=S)n1-c1ccc(Cl)cc1,-0.1%,23.6%,-0.4%,0.4%,10.1%,-18.9%,17.2%,0.4%,5.3%,
O=S(=O)(c1ccc(N2CCOCC2)cc1)N1CCOCC1,4.9%,-2.7%,0.2%,1.5%,2.0%,-18.7%,1.2%,0.2%,-19.1%,
O=C(COc1cc2oc(=O)c3c(c2cc1Cl)CCC3)NCCCN1CCCC1=O,2.9%,20.5%,-0.1%,-5.2%,-22.5%,-16.2%,-0.7%,0.2%,8.9%,
Cc1ccc(-n2ncc3c(=O)n(CC(=O)N4CCN(c5ccccc5)CC4)cnc32)cc1,-1.9%,-13.7%,-0.5%,-5.9%,-11.0%,-9.8%,-0.3%,2.5%,-2.4%,
CC(C)(C)OC(=O)N1CCC(c2c(C(=O)O)cnn2-c2ccc(Cl)cc2)CC1,3.1%,-22.3%,1.2%,-3.2%,11.8%,11.7%,-0.5%,-0.1%,3.3%,
CCOC(=O)C1CCN(C(=O)CSc2nnc(-c3ccco3)n2-c2ccccc2)CC1,6.4%,1.1%,0.2%,-2.1%,17.0%,9.3%,2.2%,0.6%,-24.9%,
O=C(Oc1cccc2c(OC(=O)N3CCCC3)cccc12)N1CCCC1,-3.1%,7.6%,-0.3%,2.7%,-4.3%,6.1%,2.0%,-0.2%,-8.1%,
COc1ccc(OC)c(C2NC(=O)NC(C)=C2C(=O)Nc2ccc(C)cc2C)c1 (stereo unspecified),-6.1%,-13.5%,0.4%,-8.1%,7.4%,-5.5%,-3.7%,-0.1%,-3.5%,
Cc1sc2ncnc(N3CCN(C(=O)c4ccco4)CC3)c2c1C,/,-44.5%[20 µM],-1.4%,-2.1%,-5.7%,12.4%,-0.7%,0.2%,4.2%,
O=C(NC1CC(=O)c2sccc21)c1ccc(Cl)cc1Cl (stereo unspecified),-3.5%,-6.2%[20 µM],-0.3%,-5.1%,-11.6%,-30.7%,-0.4%,-0.1%,-0.1%,
CC12CC(NC(=O)N1c1cccc(C(=O)NCc3ccccn3)c1)c1ccccc1O2 (stereo unspecified),0.5%,-1.7%,0.0%,1.8%,14.8%,-14.3%,-0.3%,0.0%,7.9%,
Cn1c(CSc2ncccn2)nnc1SCC(=O)N1CCCc2ccccc21,1.2%,-7.3%,/,-4.8%,3.3%,-32.4%,3.8%,-0.3%,-6.0%,
CSCC[C@H](NC(=O)OC(C)(C)C)C(=O)N/N=C/c1cc2ccc(C)cc2nc1Cl,2.5%,19.5%,-1.5%,-0.7%,8.4%,-37.0%,0.9%,0.1%,1.4%,
COc1ccc(Nc2ccc([N+](=O)[O-])cc2[N+](=O)[O-])cc1,/,-1.9%[20 µM],-0.4%,-10.9%,20.3%,-26.7%,-4.2%,0.2%,6.9%,
CCCN1C2=NCCN2c2ccccc21,2.0%,2.9%,0.8%,-0.7%,-9.5%,-7.2%,-3.2%,0.2%,0.2%,
C/C(=N/O)c1cccc(N2Cc3ccccc3C2)c1,-1.3%,-27.4%,0.4%,0.7%,5.4%,-7.7%,1.0%,0.3%,-1.0%,
CCOc1ccc(N(C(C)C(=O)NN=C2CCCCCCC2)S(C)(=O)=O)cc1 (stereo unspecified),0.2%,16.2%,-0.4%,-7.3%,1.3%,-16.5%,-2.7%,-0.4%,6.0%,

# Brought forward from above: 4 entries, followed by the next part.
SMILES,KOR beta-arrestin-1,KOR beta-arrestin-2,West Nile virus CPE,NS5 inhibitors,GPR35 arrestin U2OS,NOD1 NF-kB reporter,HIV peptide binding,GPR55 beta-arrestin,GPR55 LPI antagonism,others
COc1ccc(Nc2ccc([N+](=O)[O-])cc2[N+](=O)[O-])cc1,/,-1.9%[20 µM],-0.4%,-10.9%,20.3%,-26.7%,-4.2%,0.2%,6.9%,
CCCN1C2=NCCN2c2ccccc21,2.0%,2.9%,0.8%,-0.7%,-9.5%,-7.2%,-3.2%,0.2%,0.2%,
C/C(=N/O)c1cccc(N2Cc3ccccc3C2)c1,-1.3%,-27.4%,0.4%,0.7%,5.4%,-7.7%,1.0%,0.3%,-1.0%,
CCOc1ccc(N(C(C)C(=O)NN=C2CCCCCCC2)S(C)(=O)=O)cc1 (stereo unspecified),0.2%,16.2%,-0.4%,-7.3%,1.3%,-16.5%,-2.7%,-0.4%,6.0%,
O=[N+]([O-])c1ccccc1/C=N/N1CCN(c2ccccn2)CC1,0.4%,10.9%,-0.9%,-5.6%,-0.3%,-28.7%,-2.7%,0.0%,40.6%,
CN(Cc1ccccc1)C(=O)CN1C(=O)COc2ccc(S(=O)(=O)N3CCCC3)cc21,1.8%,-32.6%,0.4%,-8.9%,1.3%,25.7%,-0.3%,-0.2%,-4.4%,
O=C(CSc1ncnc2c1oc1ccccc12)N1CCc2ccccc2C1,22.9%,-2.3%,/,/,25.3%,13.8%,0.0%,-0.2%,3.7%,
O=C1C2CSCN2C(=O)CN1CCCN1CCN(C(c2ccccc2)c2ccccc2)CC1 (stereo unspecified),1.2%,-37.7%,-0.2%,-12.6%,6.6%,-4.7%,-1.9%,-0.3%,2.0%,
CCOc1ccc(C2C(C#N)=C(N)Oc3cc(C)n(Cc4ccco4)c(=O)c32)cc1OC (stereo unspecified),-0.4%,28.7%,0.2%,2.7%,-17.9%,1.5%,2.1%,0.0%,9.3%,
Cc1ccc(C(=O)NN2C(=O)C3C4C=CC([C@@H]3C2=O)C42CC2)cc1 (stereo partly specified),1.1%,19.4%,0.2%,3.9%,-5.8%,-0.1%,-1.2%,-0.1%,-1.6%,
O=[N+]([O-])c1cc([N+](=O)[O-])c2nonc2c1Nc1ccc(O)cc1,-0.4%,5.6%,-0.3%,25.7%,4.5%,-7.0%,-1.8%,0.2%,0.8%,NS5 inhibitors pilot replicate=-2.7
O=C(Nc1ccccc1N1CCOCC1)C1CCN(S(=O)(=O)c2ccccc2F)CC1,2.8%,20.7%,-0.8%,-8.6%,0.8%,-5.5%,1.2%,-0.2%,15.1%,
CCOC(=O)/C(=C\C=C1/Sc2cc(OCC)c(OCC)cc2N1CC)C(C)=O,-1.2%,/,-0.6%,24.3%,5.1%,-26.2%,146.6%,-0.4%,7.4%,
CCOC(=O)c1ccc(N2CCOCC2)c(NS(=O)(=O)c2ccc(F)cc2)c1,-0.3%,21.9%,-0.3%,1.3%,-1.3%,-37.3%,0.4%,-0.2%,12.4%,

# Taken from above (3 entries):
SMILES,KOR beta-arrestin-1,KOR beta-arrestin-2,West Nile virus CPE,NS5 inhibitors,GPR35 arrestin U2OS,NOD1 NF-kB reporter,HIV peptide binding,GPR55 beta-arrestin,GPR55 LPI antagonism,others
O=[N+]([O-])c1ccccc1/C=N/N1CCN(c2ccccn2)CC1,0.4%,10.9%,-0.9%,-5.6%,-0.3%,-28.7%,-2.7%,0.0%,40.6%,
CN(Cc1ccccc1)C(=O)CN1C(=O)COc2ccc(S(=O)(=O)N3CCCC3)cc21,1.8%,-32.6%,0.4%,-8.9%,1.3%,25.7%,-0.3%,-0.2%,-4.4%,
O=C(CSc1ncnc2c1oc1ccccc12)N1CCc2ccccc2C1,22.9%,-2.3%,/,/,25.3%,13.8%,0.0%,-0.2%,3.7%,

# The list goes on:
SMILES,KOR beta-arrestin-1,KOR beta-arrestin-2,West Nile virus CPE,NS5 inhibitors,GPR35 arrestin U2OS,NOD1 NF-kB reporter,HIV peptide binding,GPR55 beta-arrestin,GPR55 LPI antagonism,others
Cn1c(=O)c2c(nc(CN3CCN(Cc4ccccc4)CC3)n2Cc2ccccc2)n(C)c1=O,1.9%,26.1%,-0.3%,/,3.1%,-9.0%,-1.3%,0.2%,13.1%,
Cc1ccccc1CS(=O)(=O)Cc1ccc(C(=O)NCc2cccnc2)o1,16.0%,-18.8%,0.0%,6.1%,6.7%,-1.5%,-1.8%,-0.1%,-9.4%,
O=C(CSc1ccc(-c2ccc(F)cc2)nn1)N1CCN(c2ccccc2)CC1,3.1%,3.7%,0.3%,3.3%,-1.5%,-35.3%,1.4%,-0.3%,4.1%,
COc1ccc(S(=O)(=O)NCC(=O)N(CC(=O)NCC2CCCO2)c2c(C)cccc2C)cc1 (stereo unspecified),0.5%,15.6%,0.4%,-8.1%,9.2%,-10.6%,-0.1%,-0.2%,20.6%,
CCOC(=O)Cc1cnc(NC(=O)Cn2nnc(-c3ccc(OCC)cc3)n2)s1,-3.9%,-1.7%,-0.1%,-1.4%,-5.1%,0.4%,0.6%,-1.0%,4.5%,
COc1cc2c(cc1OC)CN(C(=O)c1sccc1C)CC2,-0.7%,34.9%,-0.5%,0.8%,0.3%,-2.2%,1.1%,0.0%,0.8%,
Cn1cccc1/C=C1\Cc2ccccc2C1=O,-7.3%,32.0%,0.3%,-6.9%,-7.7%,-50.2%,3.5%,-0.3%,14.1%,
CC(C)(CSc1ccccn1)NS(=O)(=O)c1ccccc1,6.4%,9.1%,-1.4%,1.4%,-6.9%,6.8%,-1.9%,-0.4%,1.4%,
CCOC(=O)N1[C@@H]2C=C(C)[C@@H]2[C@@H]2[C@@H](C)C(=O)N21,-0.3%,14.3%,0.2%,-5.1%,-12.0%,-0.9%,4.0%,-0.2%,-10.0%,
Cc1ccc(S(=O)(=O)N(CCCO)CC(O)CON=C2c3ccccc3-c3ccccc32)cc1 (stereo unspecified),-3.3%,-4.7%,-0.1%,-4.8%,-0.7%,-5.4%,1.3%,-0.5%,4.0%,
Cc1cccc(NC(=S)N2CCN(c3ccccn3)CC2)c1,-1.2%,-4.2%,-0.5%,1.6%,-7.7%,-29.8%,1.3%,-0.2%,6.8%,
